Cycloheximide cs: counter-screen hit for Shiga toxin inhibitors, cycloheximide; 12% of 300,000 active; cell reporter, cycloheximide protein synthesis inhibition counterscreen; max response, %; in the data active = max response mostly above about 13%, no sharp cut-off; inactive = mostly below about 14%; also: read at 38.3 µM for the half of the compounds with a filed dose; 0% is about no effect
Giardia FBPA inh: blocks Giardia fructose-bisphosphate aldolase activity; A8B2U2; purified Giardia FBPA; Potency, µM (series often up to 59.6 µM), without a hit: top-dose activity, negative = inhibition, hits mostly inhibitors; 0.71% of 290,000 active; also: potency is read from the fitted curve at half-maximal effect; % is scaled to controls: 0 for no effect and ±100 for the full control effect; nearly all actives have a fitted effect of over 55% in size
Target sequence (A8B2U2 whole entry, looked up): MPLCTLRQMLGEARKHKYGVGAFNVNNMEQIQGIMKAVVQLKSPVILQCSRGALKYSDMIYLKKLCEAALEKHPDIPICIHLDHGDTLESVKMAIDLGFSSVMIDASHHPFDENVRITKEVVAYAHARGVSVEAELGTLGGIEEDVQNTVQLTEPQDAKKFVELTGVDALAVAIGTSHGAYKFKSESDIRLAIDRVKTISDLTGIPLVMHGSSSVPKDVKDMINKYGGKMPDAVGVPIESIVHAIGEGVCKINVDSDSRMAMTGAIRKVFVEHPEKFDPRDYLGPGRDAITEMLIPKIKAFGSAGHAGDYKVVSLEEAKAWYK
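40 nM FBPA preincubated 10 min at RT with compound (up to 57.5 uM final), then substrate plus GAPDH/TPI/NAD/arsenate coupling and diaphorase/resazurin added. Fluorescence read after 20 min at RT, 525/598 nm.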
Pf growth 48h: inhibits P. falciparum growth in the first generation, 48 h; P. falciparum luciferase growth in erythrocytes, 48 h; 5.9% of 310,000 active; Potency, µM (doses to about 28.7 µM), for inactives: at the highest dose activity change, negative = inhibition, usual class: inhibitors; also: potency is read from the fitted curve at half-maximal effect; % is scaled to controls: 0 for no effect and ±100 for the full control effect
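In quantitative HTS format, infected erythrocytes bearing luciferase-reporter parasites were treated for a single generation at 37 C. Luminescence after adding detection reagent served as the growth measure.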
Pf growth 96h: inhibits malaria parasite growth, 96 h. Potency, µM (series often up to 28.7 µM), without a hit: top-dose activity change, negative = inhibition, hits mostly inhibitors. 6.9% of 320,000 active. P. falciparum luciferase reporter growth, 96 h; also: potency is read from the fitted curve at half-maximal effect; % is scaled to controls: 0 for no effect and ±100 for the full control effect
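Readout is luminescence from an integrated firefly luciferase in P. falciparum. Red cells, 2% hematocrit and 0.05% parasitemia final, were cultured with compound through two parasite generations (96 hours) at 37 C, 5% CO2.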
HCV inh: inhibitors of hepatitis C virus infection; Huh7.5.1 HCVcc-Cre infection, luciferase reporter, 44 h; Potency, µM (highest dose often 41.8 µM), for the others: at the highest dose activity change, negative = inhibition, actives largely listed as inhibitors; 3.4% of 340,000 active; also: potency is read from the fitted curve at half-maximal effect; % is scaled to controls: 0 for no effect and ±100 for the full control effect
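HCVcc-Cre virus at an moi near 0.5 was added right after compound to cells cultured 4 h from seeding (1,000 cells/well). Luciferase activity was determined 44 h later, 15 min after substrate addition at RT.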
Shiga inhibitor: blocks Shiga toxin action in Vero cells; inhibition, % at 38.7 µM; 9.2% of 290,000 active; Vero cells, Shiga toxin protein synthesis inhibition reporter; in the data active = inhibition mostly above about 28%, no sharp cut-off; inactive = mostly below about 43%; also: 0% is about no effect
* marks the source's active call; other numbers are inactive results; ? = inconclusive; nt = no result given; & = joins results of further samples; ! = a repeat was not active; [ ] = another dose, or the depositor's remark. Unless noted, calls follow the shape of the dose curve; as a rule, active = well fitted curve in the direction sought with a large enough effect; inconclusive = small, poorly fitted or top-dose-only effect, or another doubt; inactive = no such curve, though single readings can be large; an effect the other way counts as inactive or inconclusive. Hits appear at their usual frequency; any-hit rate near 24%.

SMILES	Cycloheximide cs	Giardia FBPA inh	Pf growth 48h	Pf growth 96h	HCV inh	Shiga inhibitor
O=S(=O)(NCc1csc(-c2cccs2)n1)c1cccs1	18*	-14%	22%	48%[activator]	-6%	53*
COc1ccc(-n2c(SCC(=O)Nc3cc(C)on3)nc3c(c2=O)SCC3)cc1	-2	-2%	?	?	-17%&9%	-1
Cc1ccc(C(=O)O)cc1-c1ccc(C=C2C(=O)c3ccccc3C2=O)o1	2	-13%	23%	44%[activator]	0%	12
COC(=O)c1ccccc1NC(=O)c1ccc(-c2cccc(Cl)c2)o1	-3	1%	nt	41%[activator]	?	-14
O=C(c1cnn2cccnc12)N1CCN(Cc2ccc3c(c2)OCO3)CC1	-2	2%	12%	nt	?	-12
O=C(c1ccco1)N1CCN(C(=O)c2cc3c(s2)-c2ccccc2OC3)CC1	10	-4%	5%	?	-6%&5%	-7
Cc1ccc(N(C)S(=O)(=O)c2nnc(NC(=O)c3ccco3)s2)cc1	-1	-7%	17%	17%	-6%	-4
O=C(CSCc1ccccc1)Nc1ccccc1	54*	13%	57%[activator]	-2%	16%	51*
O=C(Nc1ccc2c(c1)OCO2)C1CC(c2c(F)cccc2Cl)=NO1 (stereo not drawn)	32*	-1%	nt	nt	-14%	72*
Nc1nc(-c2ccccc2)nn1C(=O)Cc1ccccc1	-1	7%	18%	nt	-20%	11
Cc1cccc(OCc2occc2C(=O)Nc2cccc(-n3cnnn3)c2)c1	-10	nt	-9%	?	-7%	1
CC1=C/C(=N\NC(=S)NCCc2ccccc2)CC(C)(C)C1	23*	-3%	24%	-31%[5.75 µM]	-6%	82*
Cc1csc(Nc2ccc(C(=O)O)cc2)n1	15	6%	37%[activator]	45%[activator]	2%	11*
Cc1cc(C)cc(OCC(=O)Nc2nc(-c3cccnc3)cs2)c1	-3	-16%	?	15µM*	?	-8
CCOc1ccc(-c2nnc(-c3ccco3)o2)cc1	12	-5%	-31%	nt	2%	49
CN1C[C@H](CNC(=O)OCc2ccccc2)C[C@@H]2c3cccc4c3c(cn4C)C[C@H]21	-4	?	10µM*	2.9µM*!	?	-7
CCC(=O)N1CCc2cc(S(=O)(=O)NC(Cc3ccccc3)C(=O)O)ccc21 (stereo not drawn)	-2	11%	24%	40%[activator]	2%	4
Cc1nc2cc(C(F)(F)F)ccc2n1C1CCN(C(=O)N2CCOCC2)CC1	-4	0%	-27%	?	10%	38
O=C(OCC(=O)N1CCN(c2ccccc2)CC1)c1ccc(O)cc1O	0	nt	?	?	14%	14
C=CCN(c1cccc(C(F)(F)F)c1)S(=O)(=O)c1cccc(C(=O)OCC(=O)NC(N)=O)c1	6	6%	-26%	?	-7%	12

The last 2 entries of the section before open the next one:
SMILES	Cycloheximide cs	Giardia FBPA inh	Pf growth 48h	Pf growth 96h	HCV inh	Shiga inhibitor
O=C(OCC(=O)N1CCN(c2ccccc2)CC1)c1ccc(O)cc1O	0	nt	?	?	14%	14
C=CCN(c1cccc(C(F)(F)F)c1)S(=O)(=O)c1cccc(C(=O)OCC(=O)NC(N)=O)c1	6	6%	-26%	?	-7%	12
COc1cc(NC(=O)c2cccs2)c(OC)cc1NC(=O)CCC(=O)Nc1ccc2ncccc2c1	-3	-7%	?	?	-5%	-4
O=C(CSc1cn(CCNC(=O)c2ccccc2)c2ccccc12)NCc1ccco1	36*	-11%	nt	?	-22%	53*
COc1ccc(NC2CCCN(C(=O)c3cn(C)c4ccccc34)C2)cc1 (stereo not drawn)	9	3%	-7%	0%	-7%	-5
CC(=O)Oc1ccccc1C1C[C@]2(C)CC(=O)NC2N1C(C)=O (stereo partly drawn)	-4	2%	?	?	26%	2
CCNC(=S)N1CCC(C(O)(c2ccccc2)c2ccccc2)CC1	-3	5%	-11%	?	16%	-13
CCOc1ccc(C(=O)Nc2cccc(C)n2)cc1	25*	-12%	146%[activator]	114%[activator]	-5%	25
Cc1cccc(-c2cc(C(=O)Nc3c(C)n(C)n(-c4ccccc4)c3=O)c3ccccc3n2)c1	5	nt	?	?	-4%	-12
Cc1nc(-c2ccc(F)cc2)c(CC(=O)N2CCN(S(=O)(=O)c3ccc(F)cc3)CC2)s1	-1	-1%	-12%	13µM*	19%	27
Cc1cccnc1NC(=O)Nc1cccs1	24	-2%	nt	36%[activator]	4%	35
O=C(Nc1nc(-c2cc(F)ccc2F)cs1)c1cccc(N2C(=O)CCC2=O)c1	nt	nt	-2%	32%[activator]	?	nt
COc1ccc(/C=N/NC(=O)CN(Cc2ccccc2)S(=O)(=O)c2ccc3c(c2)OCCO3)cc1	5	-4%	-19%	-8%	-7%	4
CC(C)CN1C(=O)C(=O)N(CC(=O)NC(C)CCc2ccccc2)C1=O (stereo not drawn)	nt	nt	0%	-2%	53%[activator]	nt
O=C1c2[nH]nc(-c3ccccc3O)c2C(c2cccc(Cl)c2)N1Cc1ccco1 (stereo not drawn)	-6	-8%	8.3µM*	nt	13µM*	-25
COc1cccc(/C=C2\SC(=S)N(c3cccnc3)C2=O)c1OC	14	2%	5%	0%	-15%	4
Cc1cc(C)c(NC(=O)CN2C(=O)NC(CCc3ccccc3)C2=O)c(C)c1 (stereo not drawn)	5	3%	-14%	-4%	?	-15
COCCn1c(N2CCN(c3ccc(OC)cc3)CC2)nc2c1c(=O)n(C)c(=O)n2C	1	2%	17%	0%	4%	0
COc1ccc(C(CNC(=O)c2ccc(NS(=O)(=O)c3ccc(F)c(C)c3)cc2)N2CCOCC2)cc1 (stereo not drawn)	nt	nt	10µM*	0%	11%	nt
CC(=O)Nc1ccc(N(CC(=O)NCC2CCCO2)C(=O)CCC(=O)Nc2cc(C)on2)cc1 (stereo not drawn)	-1	11%	16%	19%	2%	-14
CCOC(=O)c1ccc(N=C(C)c2c(O)[nH]c(=O)[nH]c2=O)cc1	15	-22%	?	?	11%	16
COc1ccc(C(=O)COC(=O)CCN=C2NS(=O)(=O)c3ccccc32)cc1OC	-2	-3%	-7%	2%	-2%	17
CC1OC(OC2CCC3(C)C(CCC4C3CC(O)C3(C)C(C5=CC(=O)OC5)CCC43O)C2)CC(O)C1OC1CC(O)C(OC2CC(O)C(OC3OC(CO)C(O)C(O)C3O)C(C)O2)C(C)O1 (stereo not drawn)	-7	0%	-17%	?	nt	-15
CC(=O)C1=C(C)Nc2ncnn2C1c1ccc(C)cc1 (stereo not drawn)	4	3%	nt	?	19%	12
Cc1ccc2c(c1)c(C1=NC(=S)NC1=O)c(O)n2C	-5	-10%	28%	-73%	10%	1
O=c1[nH]c(O)c(C=Nc2ccccc2Oc2ccccc2)c(=O)[nH]1	-1	0%	11%	25%	-4%	-9
CCOC(=O)Cc1csc(NC(=O)CSc2nnc(-c3ccc(F)cc3)o2)n1	10	12%	-14%	nt	5%	25
Cc1cc(C)cc(OCC(=O)OCC(=O)NCc2cccs2)c1	-5	2%	3%	-18%	4%	6
COc1ccccc1N1CC(C)(C)C(=O)N(C(=O)c2ccc(C)cc2)C1=S	6	5%	50%[activator]	77%[activator]	-8%	22
Cc1oc(-c2ccccc2F)nc1CS(=O)(=O)CC(=O)NCCCN1CCc2ccccc2C1	-7	-15%	?	8.3µM*	?	-10
CCC(C)(NC(=O)c1ccc(=O)[nH]c1)C(=O)NC1CCCC1 (stereo not drawn)	0	3%	-3%	-2%	1%	9
CCOc1ccc(CN(C)C(=O)c2cc3ccccc3o2)cc1OC	4	7%	-7%	?	-14%	21
CC(=O)Nc1ccc(Nc2nc3ccccc3n3cnnc23)cc1	5	5%	18%	-3%	0%	-2
O=C(CNS(=O)(=O)c1ccc(Br)cc1)N1CCN(c2ccc(F)cc2)CC1	-1	-1%	?	13µM*	?	3
C=CCNc1cnn(-c2ccc(C)cc2)c(=O)c1Cl	67*	4%	155%[activator]	?	-12%	127*
O=C(c1ccco1)N1CCN(C(=O)c2ccc(Cn3cc(Br)cn3)o2)CC1	-3	-2%	nt	?	8%	-13
Cc1cccnc1CCNC(=O)CCc1nnc(-c2ccccc2)o1	8	6%	-6%	4%	-5%	-5
CC(C)(Oc1ccc(Cl)cc1)C(=O)OCc1nc2ccsc2c(=O)[nH]1	nt	nt	10%	30%	16%	nt
COc1ccc(N=Nc2ccc(O)c(P(=O)(c3ccccc3)c3ccccc3)c2)cc1	-8	4%	?	28%	-1%	-6
CCN1C(=O)CC(Sc2ccccc2N)C1=O (stereo not drawn)	8	-26%	5%	1.5µM*	12%	12
Cc1ccc(-c2cc(C(F)F)nc(S(C)(=O)=O)n2)cc1	-1	1%	-22%	-9%	?	38
Cc1cc(C)n(-c2ccc(C(=O)OCC(=O)Nc3ccc(Cl)c(S(=O)(=O)N(C)C)c3)cc2)n1	-5	6%	nt	-16%	24%	-14

7 compounds from above, sorted by count of non-hydrogen atoms, falling:
SMILES	Cycloheximide cs	Giardia FBPA inh	Pf growth 48h	Pf growth 96h	HCV inh	Shiga inhibitor
Cc1cc(C)n(-c2ccc(C(=O)OCC(=O)Nc3ccc(Cl)c(S(=O)(=O)N(C)C)c3)cc2)n1	-5	6%	nt	-16%	24%	-14
O=C(CNS(=O)(=O)c1ccc(Br)cc1)N1CCN(c2ccc(F)cc2)CC1	-1	-1%	?	13µM*	?	3
CCOc1ccc(CN(C)C(=O)c2cc3ccccc3o2)cc1OC	4	7%	-7%	?	-14%	21
CC(=O)Nc1ccc(Nc2nc3ccccc3n3cnnc23)cc1	5	5%	18%	-3%	0%	-2
Cc1cc(C)cc(OCC(=O)OCC(=O)NCc2cccs2)c1	-5	2%	3%	-18%	4%	6
CCC(C)(NC(=O)c1ccc(=O)[nH]c1)C(=O)NC1CCCC1 (stereo not drawn)	0	3%	-3%	-2%	1%	9
Cc1ccc(-c2cc(C(F)F)nc(S(C)(=O)=O)n2)cc1	-1	1%	-22%	-9%	?	38

The list goes on:
SMILES	Cycloheximide cs	Giardia FBPA inh	Pf growth 48h	Pf growth 96h	HCV inh	Shiga inhibitor
CC1(c2ccc([N+](=O)[O-])cc2)CC(C)(C)N(C(=O)c2ccccc2)c2ccccc21 (stereo not drawn)	7	6%	-15%	?	10%	11
COc1cccc(-c2cc(C(=O)NCC3CCCO3)c3ccccc3n2)c1 (stereo not drawn)	0	-5%	-6%	148%[activator]	-16%	-1
O=C(CSc1nnc(-c2ccco2)o1)c1ccccc1Cl	17*	-14%	4%	-12%	-17%	31
COc1cccc(N2CC(NS(=O)(=O)c3ccc(Cl)cc3)CC2=O)c1 (stereo not drawn)	nt	nt	?	-16%	0%	nt
CCOc1ccc(OCC)c(NC(=O)C2CCN(S(=O)(=O)c3cccc4nonc34)CC2)c1	-2	2%	nt	13µM*	20%	-15
Fc1ccc(-c2ccnn2-c2ccccc2)cc1	14	16%	11%	34%[activator]	-5%	22
CCc1nc(Nc2ccncc2)c2oc3ccccc3c2n1	-2	-1%	13µM*	nt	?	-10
Cc1cccc(N2C(=O)CC(Sc3nccc(C)n3)C2=O)c1 (stereo not drawn)	-2	7%	0%	3%	-11%	-5
COCCN1C(=O)N(c2cccc(C)c2)C(=O)C1CC(=O)Nc1cc(OC)cc(OC)c1 (stereo not drawn)	-3	-4%	-13%	?	-13%	12
O=C(Oc1ccc(Cl)cc1)N1CCOCC1	16*	6%	45%[activator]	?	-8%	27*
Clc1ccc(-c2nn3c(-c4cccc(Cl)c4)nnc3s2)cc1	-8	1%	9%	-2%[5.75 µM]	nt	-12
CCOC(=O)C1=NNC(C(=O)c2ccccc2)C1c1ccc(C)cc1 (stereo not drawn)	13	-4%	1.7µM*	2.1µM*	-26%	9
COc1ccc(OC)c(N(C)S(=O)(=O)c2cc3c(cc2C)NC(=O)CO3)c1	-2	-5%	?	0%	0%	4
COc1ccc(-c2nc(CS(=O)(=O)CC(=O)NCCCc3ccccc3)c(C)o2)cc1	18	-16%	16%	?	?	17
COc1ccc(C(=O)Nc2cccc(-c3nc4ncccc4o3)c2C)cc1	-3	0%	nt	?	-9%	-7
CN1/C(=C\C(=O)C[n+]2cccc(Br)c2)C(C)(C)c2ccccc21	1	-10%	2.3µM*	15µM*	-25%	10

From PubChem BioAssay
